Screening data (PubChem)
Myeloid diff 2: induction of myeloid progenitor differentiation, primary screen, cell-based, flow cytometry, MLPCN library; calls only at 10 µM; 360,000 tested, 1% active; AID 624256, 2012; ER-HoxA9 myeloid progenitors, lysozyme-GFP differentiation;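 active = normalized GFP-positive differentiation at or above the plate's own cutoff, the solvent-only control mean plus 3 SD; inconclusive = no clear call, values can overlap the other calls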;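 note: cells exposed to compound for four days before flow analysis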
Myeloid diff 2 GFP+ MAC1+ %: also measured in Myeloid diff 2; calls as there; GFP+ MAC1+ double positive, %; measured here: differentiation confirmed by MAC1 staining
* hit, by the source's call; i = inactive; ? = inconclusive; · = not tested or not shown; + = active, no number; & = joins results of further samples. The list is partial (hit frequency here may not be typical).

smiles	Myeloid diff 2	Myeloid diff 2 GFP+ MAC1+ %
CCCCNC(=O)C1(C)CCN1C(=O)c1cccc2c1OCCO2 (configuration not stated)	i	0.6
CC(C)NC(=O)c1onc(CSc2ccc(F)c(F)c2)c1C(=O)NC(C)C	i	1.2
CC(OC(=O)Cn1[nH]c(=O)c2ccccc2c1=O)C(=O)Nc1ccc(F)cc1 (configuration not stated)	i	0.7
CC1CC(=O)Nc2ccccc2N1C(=O)Cn1cnc2ccc(Br)cc2c1=O (configuration not stated)	i	0.1
COc1ccc(CCC(=O)N2CCN(S(=O)(=O)c3ccc(C)cc3)CC2)cc1	i	1.0
COc1ccc(-c2cnc3c(NC(C)=O)cc(-c4ccc(C(=O)N5CCOCC5)cc4)cn23)cc1OC	i	1.5
CCCCNc1c(-c2cccc(-c3ccc(OC)cc3)c2)nc2ccc(C)cn12	i	2.2
O=C(OC(C(=O)NC1CCCCC1)c1ccc(C(F)(F)F)cc1)c1ccco1 (configuration not stated)	i	1.0
NC(=S)NN=Cc1ccc(OC(=O)COc2cc(Cl)c(Cl)cc2Cl)cn1	i	0.9
CC(=O)Nc1cc(-c2ccc(C(=O)NC3CC3)cc2)cn2c(-c3cccc(C(C)=O)c3)cnc12	i	1.0
CCc1nc2c(OCc3ccc(Cl)cc3Cl)cccn2c1N(C)C(=O)CC(C)C	i	1.3
CCCS(=O)(=O)NC(=O)C1(C)CCCN(C(=O)c2cc(C(C)(C)C)nn2C)C1 (configuration not stated)	i	0.6
O=C(Nc1ccc(Cl)cc1)c1nc[nH]c1C(=O)NCCCCNC(=O)c1[nH]cnc1C(=O)Nc1ccc(Cl)cc1	i	0.7
N#CC1(Nc2ccc3ccccc3c2)CCCC1	i	2.2
c1ccc(CSc2nc3ncccn3n2)cc1	i	0.8
CC1CC=CCC1(CO)CO (configuration not stated)	i	0.4
COc1ccccc1-c1cc(NC(C)=O)c2ncc(-c3ccc(F)cc3)n2c1	i	0.4
COc1cc(C(O)c2nc(-c3cccc(C(F)(F)F)c3)cs2)ccc1F (configuration not stated)	i	1.5
Cc1cn([C@@H](CCCCNC(=O)OC(C)(C)C)C(=O)NCCCCCCCCCCC(=O)N2CCN(C(=O)OC(C)(C)C)CC2)nn1	?	·
COc1ccc(CC(=O)Nc2cccc(S(=O)(=O)N3CCOCC3)c2)cc1OC	i	0.9
CC1(c2ccccc2Cl)NC(=O)N(CC(=O)Nc2ccc(N3CCOCC3)cc2)C1=O (configuration not stated)	i	0.8
CCCCCCNC(=O)O[C@H]1Cn2c(=O)ccc(=O)n2[C@@H]2CN(S(=O)(=O)c3ccc(C)cc3)C[C@]12O	i	0.1
O=C(NNC(=O)c1ccco1)c1ccco1	i	0.4
O=C(CSc1cccc[n+]1[O-])Nc1ccccc1C(F)(F)F	i	0.7
O=C(OCc1ccccc1)N1CCC2CC1c1cc(N3CCCCC3)ccc12 (configuration not stated)	i	0.4
Cc1ccc(F)cc1C(=O)N1CCCC(c2cc(C(=O)NCc3ccccc3)no2)C1 (configuration not stated)	i	1.0
O=C(c1ccc(F)cc1)N1CCC(C(=O)N2CCN(Cc3ccc4c(c3)OCO4)CC2)CC1	i	1.2
COc1ccccc1N1CCN(C(=O)c2cc3c(=O)n4ccccc4nc3s2)CC1	i	0.9
COc1cc(OC)cc(-c2oc(=O)c3cc(OC)c(OC)cc3c2C#CCCO)c1	i	1.5
Cc1ccc(C(=O)N2CC=C(c3ccccc3)CC2)o1	i	0.4

4 entries drawn at random from the list so far, as already listed:
smiles	Myeloid diff 2	Myeloid diff 2 GFP+ MAC1+ %
COc1ccc(-c2cnc3c(NC(C)=O)cc(-c4ccc(C(=O)N5CCOCC5)cc4)cn23)cc1OC	i	1.5
N#CC1(Nc2ccc3ccccc3c2)CCCC1	i	2.2
O=C(OC(C(=O)NC1CCCCC1)c1ccc(C(F)(F)F)cc1)c1ccco1 (configuration not stated)	i	1.0
CC1(c2ccccc2Cl)NC(=O)N(CC(=O)Nc2ccc(N3CCOCC3)cc2)C1=O (configuration not stated)	i	0.8

(listing goes on)
smiles	Myeloid diff 2	Myeloid diff 2 GFP+ MAC1+ %
COc1ccc(C2CC(=O)Oc3cc(C)c(Cl)cc32)cc1 (configuration not stated)	i	0.9
C[C@H](CO)N1C[C@H](C)[C@@H](CN(C)C(=O)Nc2ccccc2)Oc2c(cccc2N(C)C)C1=O	i	1.0
O=S1(=O)CC(N2CCN(Cc3ccccc3F)CC2)CN1Cc1cn(Cc2cccc(C(F)(F)F)c2)nn1 (configuration not stated)	i	1.0
O=C(NCC(c1ccco1)N1CCCCC1)c1ccc(COc2ccccc2)cc1 (configuration not stated)	i	0.5
COc1cccc(OCCNS(=O)(=O)c2ccccc2[N+](=O)[O-])c1	i	1.6
CCOC(=O)C1C(=O)C(=O)N(Cc2ccccc2)C1C(=O)OCC (configuration not stated)	i	1.6
CCOC(=O)N1CCN(C(=O)COC(=O)CSc2ccc([N+](=O)[O-])cc2)CC1	i	0.8
CC1CCCC(=NNc2ccc3ccccc3n2)C1 (configuration not stated)	i	1.3
CN(C)c1ccc(S(=O)(=O)N2CCCCC2)cc1NC(=O)CCNC(=O)c1ccccc1Cl	i	0.8
C=C1C(=O)[C@]23C[C@H]1CCC2[C@]1(C)C(=O)CC[C@@](C)(C(=O)O)C1C[C@@H]3O (some centres not stated)	+	7.0*
COc1ccc(C(=O)OCC(=O)c2ccc3c(c2)NC(=O)CO3)cc1OC	i	0.3
Cn1c(N)c(C(=O)c2ccc(Cl)c(S(=O)(=O)N3CCCCCC3)c2)c(=O)n(C)c1=O	i	1.1
CCCCn1cnc2c(SCc3ccc([N+](=O)[O-])cc3)nc(N)nc21	i	0.8
COC(=O)c1ccc(CNC(=O)[C@@H]2CCCN2S(=O)(=O)c2ccccc2F)cc1	i	1.3
CC(=O)Nc1cc(-c2ccc(N)nc2)cn2c(-c3cccc(C(F)(F)F)c3)cnc12	i	2.1
CCN(CC(=O)Nc1c(F)cccc1F)C(=O)c1ccc(S(=O)(=O)N(CC)c2ccccc2)cc1	i	1.2
COc1ccc(S(=O)(=O)N2CCC(C(=O)NC3CCCCC3)CC2)cc1OC	i	1.6
C=CC[C@@H](CC(=O)NCCO)C(=O)N[C@H](COC(=O)[C@@H](CC=C)Cc1ccc(F)cc1)Cc1c[nH]c2ccccc12	i	0.6
O=c1cc(CN2CCCCCCC2)c2ccccc2o1	i	1.3
COc1ccccc1C(CNC(=O)C(CCSC)NC(=O)c1ccccc1Cl)N1CCCC1 (configuration not stated)	i	1.3
CC(=O)Nc1cccc(C(=O)NNC(=O)c2n[nH]c(=O)c3ccccc23)c1	i	0.5
CC1(C(=O)NCc2ccco2)Cc2c(-c3cccc(C(N)=O)c3)ccnc2O1 (configuration not stated)	i	0.7
O=C(O)C1C2CCC(C2)C1C(=O)Nc1ccccc1 (configuration not stated)	i	0.7
CC(C)c1ccc(NC(=O)C2(C)Cc3c(-c4cccc(C(N)=O)c4)ccnc3O2)cc1 (configuration not stated)	i	0.7
COCCN1C(=O)N[C@@H](c2cccc(F)c2)C(C(C)=O)=C1C	i	1.5
O=C1NC(=O)C([N+](=O)[O-])=C(O)C1=O	i	0.4
CC(C)(C)c1ccc(S(=O)(=O)N2CCN(CC(O)COCC3CCCO3)CC2)cc1 (configuration not stated)	i	0.3
COc1ccc(S(=O)(=O)N(C)C[C@H]2Oc3ccc(NS(=O)(=O)c4ccc(F)cc4)cc3C(=O)N([C@H](C)CO)C[C@@H]2C)cc1	i	2.0
COc1cccc(NC(=O)c2ccccc2F)c1	i	2.2
CCOc1ncccc1C(=O)OCC(=O)Nc1ccc2c(c1)OCCO2	i	1.2

Next part
smiles	Myeloid diff 2	Myeloid diff 2 GFP+ MAC1+ %
COC(=O)[C@@]12CCCN1[C@H](c1ccc(-c3cccc(Cl)c3)c(OC)c1)[C@H]1C(=O)N(C)C(=O)[C@H]12	i	2.8
O=P(CCc1ccccc1)(c1ccccc1)c1ccccc1	i	0.8
Cc1cc(C)c(S(=O)(=O)N2CC=C(c3ccccc3)CC2)c(C)c1	i	0.1
COc1ccccc1C(=O)NCCC(=O)NCC(c1ccco1)N1CCCC1 (configuration not stated)	i	0.4
Cc1ccc(C(=O)NCC(=O)Nc2ccccc2C)o1	i	1.6
CC(C)Oc1ccc(S(=O)(=O)N2CCOCC2)cc1NC(=O)c1cccc(S(=O)(=O)N2CCCC2)c1	i	0.6
NC(=O)c1ncn([C@@H]2O[C@H](CNCc3cccc(OC4CCCC4)c3)[C@@H](O)[C@H]2O)n1	i	1.0
Cc1cc(N)cc(C)c1-c1c(Br)cc(N)cc1Br	i	0.8
Nn1c(SCC(=O)N2CCCC2)nnc1-c1cccs1	i	1.1
CN(Cc1ccccc1)C(=O)COC(=O)CCN1C(=O)C2CC=CCC2C1=O (configuration not stated)	i	0.7
CCN1CCN(c2ccc(S(=O)(=O)N3CCOCC3)cc2NC(=O)C(C)Oc2ccc(Cl)cc2)CC1 (configuration not stated)	i	0.8
COc1ccc(NC(=O)COC(=O)C23CC4CC(CC(NC(C)=O)(C4)C2)C3)cc1S(=O)(=O)N1CCOCC1	i	0.6
COC(OC)C1(CCc2ccccc2)NC(=O)NC1=O (configuration not stated)	i	0.7
COc1cc(OC)cc(C2=Cc3ccccc3C(CC(=O)c3ccco3)N2c2ccc(-c3cnc(OC)nc3)cc2)c1 (configuration not stated)	i	1.0
CCOc1ccc(CCNC(=O)COC(=O)c2ccc(Br)o2)cc1OCC	i	1.0
CCNC(=O)C1(C)CCN(Cc2ccc(OC(F)(F)F)cc2)C1 (configuration not stated)	i	1.2
COc1ccc(F)cc1-c1cc(C(=O)NCc2ccccc2)[nH]n1	i	1.4
COc1ccc(-c2sc3cc(OC)ccc3c2-c2ccc(OCCN3CCCCC3)cc2)cc1	+	2.3*
Cc1ccc(S(=O)(=O)N2CCOCC2)cc1C(=O)OCC(=O)N(Cc1ccccc1)C(C)C	i	0.8
COc1cc(C)c(C(=O)Oc2cc(C)c(C(=O)O)c(O)c2C)c(O)c1C	i	1.7
OC(c1ccc(F)c(F)c1)c1ncc(-c2cccc(F)c2)[nH]1 (configuration not stated)	i	1.0
COc1ccc(CNC(=O)c2cccc3c(-c4cccnc4)coc23)cc1OC	i	7.1
CCCCCCSc1ccc(-c2nc3cc(C)ccn3c2NC2CCCCC2)cc1	i	1.2&1.4
Cc1[nH]c2ccccc2c1C(=O)CN1C(=O)NC2(CCCCCC2)C1=O	i	0.5
CC[C@]12c3[nH]c4cc(-c5ccco5)ccc4c3CCN1C(=O)[C@@H](CC(=O)NCC13CC4CC(CC(C4)C1)C3)C[C@@H]2C(=O)N1CCN(C(=O)C2CC2)CC1	i	1.4
c1cc(-c2ccsc2)n2ccnc2c1	i	1.2
C=C1[C@@H](OC(C)=O)C=C[C@@]2(C)C=CC(=O)[C@@](C)(OC(C)=O)[C@@H]2[C@@H](OC(C)=O)[C@]2(O)[C@@H](C)C(=O)O[C@H]2[C@H]1Cl	i	3.9
O=C(OCC(=O)N1CCc2ccccc21)[C@@H]1CC(O)CN1S(=O)(=O)c1ccccc1[N+](=O)[O-] (some centres not stated)	i	0.5
CC(=O)NC12CC3CC(C1)CC(C(=O)N(C)CC(=O)Nc1cccc(F)c1)(C3)C2	i	0.2
CCOC(=O)C1CCCN(C(=O)c2cccc(Cl)c2)CC1 (configuration not stated)	i	2.3

Laid out differently: entries from further up
Below each compound: Myeloid diff 2	Myeloid diff 2 GFP+ MAC1+ %
COc1ccc(-c2sc3cc(OC)ccc3c2-c2ccc(OCCN3CCCCC3)cc2)cc1
    +	2.3*
Cc1ccc(S(=O)(=O)N2CCOCC2)cc1C(=O)OCC(=O)N(Cc1ccccc1)C(C)C
    i	0.8
COc1cc(C)c(C(=O)Oc2cc(C)c(C(=O)O)c(O)c2C)c(O)c1C
    i	1.7
OC(c1ccc(F)c(F)c1)c1ncc(-c2cccc(F)c2)[nH]1 (configuration not stated)
    i	1.0
COc1ccc(CNC(=O)c2cccc3c(-c4cccnc4)coc23)cc1OC
    i	7.1
CCCCCCSc1ccc(-c2nc3cc(C)ccn3c2NC2CCCCC2)cc1
    i	1.2&1.4

Going on with the list.
smiles	Myeloid diff 2	Myeloid diff 2 GFP+ MAC1+ %
NC(=O)c1ccsc1NC(=O)CS(=O)(=O)c1ccc(F)cc1	i	0.6
C[C@@H]1CN([C@@H](C)CO)C(=O)c2cc(Br)cnc2O[C@@H]1CN(C)Cc1cncnc1	i	1.1
CCOc1ccccc1NC(=O)C(OC(=O)c1cnccn1)c1ccccc1 (configuration not stated)	i	0.7
Cc1ccccc1SCC(=O)NCC(c1ccc(F)cc1)N1CCOCC1 (configuration not stated)	i	1.2
CCOc1ncccc1C(=O)Nc1ccc(OC)c(S(=O)(=O)N2CCOCC2)c1	i	0.7
CCOC(=O)C1C(C)C(C(C)(C)C)N(S(=O)(=O)c2ccc(C)cc2)C1c1ccccc1 (configuration not stated)	i	2.4
CCCCN(C(=O)c1ccc(S(=O)(=O)N2CCCC2)cc1)C1CCS(=O)(=O)C1 (configuration not stated)	i	1.2
CC1(C(=O)Nc2ccc3c(c2)OCCO3)CN(S(C)(=O)=O)CC(=O)N1Cc1cccs1 (configuration not stated)	i	3.1
C[C@H]1CN([C@@H](C)CO)C(=O)CCCn2nncc2CO[C@@H]1CN(C)S(=O)(=O)c1ccc(-n2cccn2)cc1	i	1.4
O=C1c2ccccc2[C@@H]2C[C@@H](O)[C@H](Nc3ccccc3)CCN12	i	0.7
Cc1cc(C)cc(OCC(=O)Nc2nc(-c3ccccn3)cs2)c1	i	0.6
COc1ccc(C)cc1NC(=O)COC(=O)c1ccc2c(c1)OCO2	i	0.8
